PvdQ acylase = P. aeruginosa PvdQ acylase inhibition. purified PvdQ acylase, fluorescence plate reader. inhibition, % at 10 µM. 340,000 tested, 0.063% active. AID 488965; in the data active means inhibition above about 30%, passing the limit was not always enough; inconclusive means no clear call, values can overlap the other calls;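 further: 0% = vehicle neutral wells and 100% = reference inhibitor wells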
SR-BI HDL uptake = mouse SR-BI HDL lipid transfer inhibition | 320,000 tested, 0.96% active | AID 488896 | ldlA[mSR-BI] CHO cells, DiI-HDL uptake fluorescence, 3 h | Q61009 | inhibition, % at 12.5 µM;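 active means mean replicate inhibition of at least 70% and a set share of replicates each scoring 70 or more; inconclusive means meets just one of the two criteria; inactive means fails both criteria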;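 further: 0% = median of neutral control wells and 100% = median of positive control wells; values of inactives mirror those of a sister screen read the other way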
Target sequence (Q61009 whole entry, looked up): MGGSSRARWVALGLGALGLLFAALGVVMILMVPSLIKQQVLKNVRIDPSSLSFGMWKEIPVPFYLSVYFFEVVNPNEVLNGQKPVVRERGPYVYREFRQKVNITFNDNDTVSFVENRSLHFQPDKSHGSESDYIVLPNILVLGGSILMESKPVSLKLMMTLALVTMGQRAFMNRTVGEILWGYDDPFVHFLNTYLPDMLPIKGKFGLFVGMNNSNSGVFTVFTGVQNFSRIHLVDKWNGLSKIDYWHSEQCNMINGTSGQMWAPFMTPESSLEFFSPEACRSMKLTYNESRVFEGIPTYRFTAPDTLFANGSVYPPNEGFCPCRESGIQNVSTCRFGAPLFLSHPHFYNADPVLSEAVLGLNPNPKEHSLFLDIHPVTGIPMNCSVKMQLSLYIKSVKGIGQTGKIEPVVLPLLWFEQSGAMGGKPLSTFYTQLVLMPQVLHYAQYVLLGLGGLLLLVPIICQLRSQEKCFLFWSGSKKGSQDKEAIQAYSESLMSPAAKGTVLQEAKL
Rtt109 HAT inh = C. albicans Rtt109 histone acetyltransferase inhibition; purified Rtt109/Vps75, ThioGlo CoA-SH fluorescence, 4 h; inhibition, % at 34.9 µM; 330,000 tested, 0.16% active; AID 540336;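 active means inhibition of at least 50% in every replicate; inconclusive means best replicate reaches 50% inhibition but some replicates fall short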
CDK5 inh = CDK5/p35 (human) kinase inhibition; 330,000 tested, 0.01% active; AID 488839; inhibition, % at 10 µM; Recombinant CDK5/p35, ADP-Glo luminescence, 60 min;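 active means highest replicate inhibition of at least 50% and at least 75% of replicates reaching 50%; inconclusive means only one of the two criteria met; inactive means both criteria failed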;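 further: plate controls were DMSO neutral control for no effect and GW8510 at 10 µM for full effect; many of its hits are not listed in these tables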
MITF act = activators of MITF-driven TRPM1 promoter activity in SK-MEL-5 cells | 300,000 tested, 0.75% active | SK-MEL-5 TRPM1-promoter luciferase, 24 h; % of positive control, neutral wells = 0 | activation, % at 12.5 µM;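 active means mean activation of at least 80% with every replicate also reaching 80%; inconclusive means mean reaches 80% but some replicate falls short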;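 further: 0% = neutral control wells and 100% = parthenolide positive control wells; values of inactives mirror those of a sister screen read the other way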
SR-BI DiI-HDL act = enhances SR-BI lipid uptake from DiI-HDL. 320,000 tested, 0.096% active. CHO ldlA[mSR-BI] cells, DiI-HDL uptake fluorescence, 3 h; 100 = double the neutral-control signal. activation, % at 12.5 µM;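 active means mean replicate activation of at least 60% and every replicate at or above 60%; inconclusive means mean or all-replicate condition met, but not both; inactive means mean below 60% and not all replicates reaching 60%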;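 further: 0% = median plate neutral-control signal and 100% = twice that signal; values of inactives mirror those of a sister screen read the other way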
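system = CHO ldlA[mSR-BI] cells, LDL receptor-null, SR-BI overexpressing | medium = Ham's F12 with 0.5% BSA, HEPES 25 mM, pH 7.4 | probe or stimulus = DiI-HDL 10 µg/mL | compound dosing = single-point compound dose | incubation = compound exposure 3 h, 37 °C | technique = DiI fluorescence, bottom read | read-out = cell-associated DiI fluorescence as measure of HDL uptake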
Wnt act = activates Wnt/beta-catenin signaling in a reporter cell assay. 300,000 tested, 1.2% active. activator, plate reader. activation, % at 9.35 µM; in the data active means activation above about 30%, passing the limit was not always enough; inconclusive means no clear call, values can overlap the other calls;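 further: 0% = neutral control wells and 100% = positive control wells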
RTF Ca sens act = increases calcium sensitivity of human cardiac regulated thin filaments | P19429+P45379 | IANBD-labeled TnC RTF fluorescence at EC20 calcium; 0% EC20 calcium, 100% full calcium | activation, % at 7.2 µM | 340,000 tested, 0.24% active;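 active means activation above the mean over all tested compounds plus 3 SD, cut at about 30% in these data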;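 further: rise in fluorescence read as greater calcium sensitivity of cardiac thin filaments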
dFosB activator = enhances mouse delta FosB homodimer DNA binding; purified delta FosB, TAMRA-CDK5 oligo fluorescence polarization; percent of positive-control signal above neutral wells; activation, % at 25 µM; 340,000 tested, 0.99% active;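 active means mean activation above about 17%, with every replicate also reaching it, limit read from the data, passing the limit was not always enough; inconclusive means only one of the two conditions met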;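 further: fluorescence polarization rise as delta FosB binds a TAMRA Cdk5 AP-1 oligo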
HTR5A ag = activates human HTR5A in OPRM1-OPRD1 agonist counter-screen. P47898. HTR5A agonist assay, luminescence, cell-based. activation, % at 9.3 µM. 340,000 tested, 0.61% active; in the data active means activation mostly above about 9.5%, no sharp cut-off; inactive means mostly below about 7.6%;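 further: 0% = cells with vehicle only and 100% = reference agonist; strong numbers were not always called active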
Target sequence (P47898 whole entry, looked up): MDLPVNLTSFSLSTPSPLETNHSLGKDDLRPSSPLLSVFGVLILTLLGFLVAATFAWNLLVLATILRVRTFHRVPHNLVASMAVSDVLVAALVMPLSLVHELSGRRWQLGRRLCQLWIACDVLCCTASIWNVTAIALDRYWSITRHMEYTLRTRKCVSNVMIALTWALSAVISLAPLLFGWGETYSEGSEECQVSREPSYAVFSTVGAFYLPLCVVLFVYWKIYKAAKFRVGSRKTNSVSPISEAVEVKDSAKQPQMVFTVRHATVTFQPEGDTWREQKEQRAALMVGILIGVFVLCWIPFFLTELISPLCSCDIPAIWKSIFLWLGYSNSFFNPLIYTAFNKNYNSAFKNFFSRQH
Starred values were filed as active, the others as inactive. Rows were taken by chance. Share with any hit: about 4.4%.

How did COc1ccccc1/C=C1\C(=O)Nc2ccccc21 do in these assays?
PvdQ acylase: -13; SR-BI HDL uptake: 8; Rtt109 HAT inh: 6; CDK5 inh: 0.8; SR-BI DiI-HDL act: -8; Wnt act: -2; RTF Ca sens act: 1; dFosB activator: -17; HTR5A ag: -3

Results for CCOC(=O)CCCc1sc(N)nc1-c1[nH]c(=O)[nH]c1C ?
PvdQ acylase: 20; SR-BI HDL uptake: -3; Rtt109 HAT inh: 0; CDK5 inh: -0.1; MITF act: -6; SR-BI DiI-HDL act: 3; RTF Ca sens act: 0; dFosB activator: -2; HTR5A ag: -1

What do the screens show for `COC1CCCN(Cc2nc(Cc3ccccc3F)no2)C1` (stereo not drawn)?
PvdQ acylase: -13; SR-BI HDL uptake: 3; Rtt109 HAT inh: 11; CDK5 inh: -1.1; MITF act: 2; SR-BI DiI-HDL act: -3; Wnt act: -2; RTF Ca sens act: 3; dFosB activator: 2; HTR5A ag: -3

What do the screens show for `Cc1ccc(CN(C)C(=O)c2ccc(S(=O)(=O)N3CCCCCC3)cc2)o1`?
PvdQ acylase: -8; SR-BI HDL uptake: -8; Rtt109 HAT inh: -5; CDK5 inh: -1.0; MITF act: 13; SR-BI DiI-HDL act: 8; Wnt act: 36*; RTF Ca sens act: 0; dFosB activator: -2; HTR5A ag: -4

What do the screens show for `COc1ccc(-c2csc(C3=C(O)CN(C(C)C)C3=N)n2)cc1OC`?
PvdQ acylase: -14; SR-BI HDL uptake: 84*; Rtt109 HAT inh: 4; CDK5 inh: -8.1; MITF act: 58; SR-BI DiI-HDL act: -84; Wnt act: 5; RTF Ca sens act: 12; dFosB activator: -11; HTR5A ag: 4

What do the screens show for `COc1ccc(-c2occ(C(=O)O)c2C(=O)O)cc1`?
PvdQ acylase: -15; SR-BI HDL uptake: -2; Rtt109 HAT inh: 4; CDK5 inh: 1.2; SR-BI DiI-HDL act: 2; RTF Ca sens act: 5; dFosB activator: -2; HTR5A ag: 1

Results for CCCS(=O)(=O)N1CCCC(C(=O)NCCN2CCC(Cc3ccccc3)CC2)C1 (stereo not drawn) ?
PvdQ acylase: -15; SR-BI HDL uptake: -18; Rtt109 HAT inh: 13; CDK5 inh: 0.4; MITF act: -11; RTF Ca sens act: 2; dFosB activator: 0; HTR5A ag: 3

How did CC(C)CC(C(=O)Oc1ccc2c3c(c(=O)oc2c1)CCC3)N1C(=O)c2ccccc2C1=O (stereo not drawn) do in these assays?
PvdQ acylase: -9; SR-BI HDL uptake: -27; Rtt109 HAT inh: 0; CDK5 inh: 0.8; MITF act: 2; SR-BI DiI-HDL act: 27; RTF Ca sens act: 3; dFosB activator: -5; HTR5A ag: 1

Results for CC(Sc1nnc(-c2ccc(OC(F)F)cc2)o1)C(=O)NCC1CCCO1 (stereo not drawn) ?
PvdQ acylase: 0; SR-BI HDL uptake: -13; Rtt109 HAT inh: -6; CDK5 inh: 1.9; MITF act: 2; SR-BI DiI-HDL act: 13; Wnt act: 1; RTF Ca sens act: 0; dFosB activator: -8; HTR5A ag: -1

Results for O=C(Cn1cnc([N+](=O)[O-])n1)NCCc1ccccc1 ?
PvdQ acylase: 1; SR-BI HDL uptake: 7; Rtt109 HAT inh: -9; CDK5 inh: -0.5; MITF act: 9; SR-BI DiI-HDL act: -7; Wnt act: 0; dFosB activator: 3

Results for COc1cccc(CN2CCN(Cc3ccc(OC)c(OC)c3)CC2CCO)c1 (stereo not drawn) ?
PvdQ acylase: -5; SR-BI HDL uptake: -37; Rtt109 HAT inh: -29; CDK5 inh: 1.7; MITF act: -8; SR-BI DiI-HDL act: 37; Wnt act: -2; RTF Ca sens act: 0; dFosB activator: -1; HTR5A ag: 3

How did CCNS(=O)(=O)c1ccc(OC)c(C(=O)NC2CCCCC2)c1 do in these assays?
PvdQ acylase: -15; SR-BI HDL uptake: 13; Rtt109 HAT inh: -6; CDK5 inh: -2.0; MITF act: -1; SR-BI DiI-HDL act: -13; RTF Ca sens act: 0; dFosB activator: -4; HTR5A ag: 5

What do the screens show for `CC(=O)c1ccc(Nc2nc(-c3ccccc3)nc3ccccc23)cc1`?
PvdQ acylase: -10; SR-BI HDL uptake: 61; Rtt109 HAT inh: 2; CDK5 inh: -1.7; SR-BI DiI-HDL act: -61; Wnt act: 1; RTF Ca sens act: -8; dFosB activator: -31; HTR5A ag: 4

Results for Cc1ccc(CN2CCNC(=O)C2CC(=O)N(C)C(C2CC2)C2CC2)o1 (stereo not drawn) ?
PvdQ acylase: 1; SR-BI HDL uptake: -13; Rtt109 HAT inh: -7; CDK5 inh: -1.0; MITF act: -6; SR-BI DiI-HDL act: 13; Wnt act: 12; RTF Ca sens act: 0; dFosB activator: -5; HTR5A ag: 2

What do the screens show for `CN(CCOc1ccccc1)C(=O)C1CCN(C(=O)c2ccc(Cl)cc2)CC1`?
PvdQ acylase: -29; SR-BI HDL uptake: -4; Rtt109 HAT inh: -7; CDK5 inh: -0.2; MITF act: 6; SR-BI DiI-HDL act: 4; Wnt act: 3; RTF Ca sens act: -3; dFosB activator: -5; HTR5A ag: 5

How did O=C(Nc1cccc(S(=O)(=O)N2CCOCC2)c1)c1ccc(=O)[nH]c1 do in these assays?
PvdQ acylase: -8; SR-BI HDL uptake: 3; Rtt109 HAT inh: 4; CDK5 inh: 0.4; MITF act: 6; SR-BI DiI-HDL act: -3; Wnt act: 0; RTF Ca sens act: 2; dFosB activator: -2; HTR5A ag: 8

Results for Cc1ccc(Cl)cc1NC(=S)N/N=C/c1cccc2ccccc12 ?
PvdQ acylase: -7; SR-BI HDL uptake: 34; Rtt109 HAT inh: -23; CDK5 inh: -0.7; SR-BI DiI-HDL act: -34; Wnt act: -11; RTF Ca sens act: 0; dFosB activator: -14; HTR5A ag: -8

Results for Cc1cc(C)cc(S(=O)(=O)Cc2noc(C(=O)NCc3ccccc3)c2C(=O)NCc2ccccc2)c1 ?
PvdQ acylase: -12; SR-BI HDL uptake: -11; Rtt109 HAT inh: 1; CDK5 inh: 1.2; MITF act: -6; SR-BI DiI-HDL act: 11; Wnt act: -3; RTF Ca sens act: -2; dFosB activator: -9; HTR5A ag: 0

How did COc1ccc(C2=CC(=O)OC3(CCCC3)O2)cc1 do in these assays?
PvdQ acylase: 4; SR-BI HDL uptake: 11; Rtt109 HAT inh: -2; CDK5 inh: -0.3; MITF act: -3; SR-BI DiI-HDL act: -11; RTF Ca sens act: -5; dFosB activator: -1; HTR5A ag: 5

Results for CN1C(=O)CS(=O)c2ccc(C(=O)NCCC3=CCCCC3)cc21 (stereo not drawn) ?
PvdQ acylase: -11; SR-BI HDL uptake: -5; Rtt109 HAT inh: -1; CDK5 inh: -0.9; SR-BI DiI-HDL act: 5; Wnt act: 0; RTF Ca sens act: -7; dFosB activator: -1; HTR5A ag: 4

Results for Cc1cc([N+](=O)[O-])ccc1NCc1ccc2ccccc2c1 ?
PvdQ acylase: -5; SR-BI HDL uptake: 26; Rtt109 HAT inh: -6; CDK5 inh: -0.2; MITF act: 16; SR-BI DiI-HDL act: -26; Wnt act: 3; RTF Ca sens act: -5; dFosB activator: -6; HTR5A ag: 0

What do the screens show for `CC(C)CNC(=O)c1ccccc1NC(=O)CSCc1ccccc1`?
PvdQ acylase: 6; SR-BI HDL uptake: -21; Rtt109 HAT inh: 6; CDK5 inh: 0.5; MITF act: 4; SR-BI DiI-HDL act: 21; RTF Ca sens act: 1; dFosB activator: 2; HTR5A ag: -4

What do the screens show for `COc1ccccc1N1CCN(C(=O)c2cc3cc(F)ccc3[nH]2)CC1`?
PvdQ acylase: -11; SR-BI HDL uptake: 8; CDK5 inh: 0.1; MITF act: -18; SR-BI DiI-HDL act: -8; Wnt act: 20; RTF Ca sens act: 6; dFosB activator: -15; HTR5A ag: -2

Results for Cc1ccc(NS(=O)(=O)c2cc(NC(=O)c3ccc4c(c3)NC(=O)CS4)ccc2C)c(C)c1 ?
PvdQ acylase: 5; SR-BI HDL uptake: 67; Rtt109 HAT inh: 9; CDK5 inh: 0.3; MITF act: -25; SR-BI DiI-HDL act: -67; Wnt act: -6; RTF Ca sens act: 3; dFosB activator: inconclusive; HTR5A ag: 3

What do the screens show for `O=C(c1ccc(F)cc1)N1CCN(c2cnn(-c3ccccc3)c(=O)c2Cl)CC1`?
PvdQ acylase: -10; SR-BI HDL uptake: -5; Rtt109 HAT inh: 0; CDK5 inh: -0.3; MITF act: -11; SR-BI DiI-HDL act: 5; Wnt act: -1; RTF Ca sens act: 8; dFosB activator: -3; HTR5A ag: 1

Results for O=C(Nc1ccc2c(c1)CCC2)c1ccccc1F ?
PvdQ acylase: 5; SR-BI HDL uptake: 6; Rtt109 HAT inh: 6; CDK5 inh: 3.2; MITF act: 34; SR-BI DiI-HDL act: -6; Wnt act: 30*; RTF Ca sens act: -4; dFosB activator: -5; HTR5A ag: 10

How did O=C(O)c1ccccc1OCc1ccccc1Cl do in these assays?
PvdQ acylase: -12; SR-BI HDL uptake: 2; Rtt109 HAT inh: -27; CDK5 inh: -2.2; MITF act: 3; SR-BI DiI-HDL act: -2; Wnt act: -1; RTF Ca sens act: 8; dFosB activator: 2; HTR5A ag: 1

Results for Cc1ccc(S(=O)(=O)NCCCC(=O)C=[N+]=[N-])cc1 ?
PvdQ acylase: -20; SR-BI HDL uptake: -7; Rtt109 HAT inh: -3; CDK5 inh: -2.2; MITF act: 4; SR-BI DiI-HDL act: 7; RTF Ca sens act: 6; dFosB activator: -14; HTR5A ag: -1

How did COc1cc(NC(=O)Nc2cccc3cccnc23)cc(OC)c1OC do in these assays?
PvdQ acylase: -1; SR-BI HDL uptake: 58; Rtt109 HAT inh: -2; CDK5 inh: 1.3; SR-BI DiI-HDL act: -58; Wnt act: -1; RTF Ca sens act: 3; dFosB activator: -9; HTR5A ag: 0

How did Cc1noc(NS(=O)(=O)c2ccc(NC(=O)CSc3ncccn3)cc2)c1C do in these assays?
PvdQ acylase: -17; SR-BI HDL uptake: -19; Rtt109 HAT inh: -19; CDK5 inh: 0.3; MITF act: 9; SR-BI DiI-HDL act: 19; Wnt act: 0; RTF Ca sens act: 1; dFosB activator: -4; HTR5A ag: 1

How did CCN(CC)c1ccc(NC(=O)CN2CCN(c3ccccc3F)CC2)cc1 do in these assays?
PvdQ acylase: 3; SR-BI HDL uptake: -2; Rtt109 HAT inh: -4; CDK5 inh: -0.4; SR-BI DiI-HDL act: 2; RTF Ca sens act: -6; dFosB activator: -9; HTR5A ag: -2
